KinaseGlo FLuc: Kinase-Glo luciferase inhibition (counter-screen). Q27757. actives 0.28% (n = 200,000). Kinase-Glo luciferase, ATP luminescence, 8 min. Potency, µM (highest dose often 38.3 µM), without a hit: top-dose activity change, negative = inhibition, most hits filed as inhibitors; also: potency is read from the fitted curve at half-maximal effect; % is scaled to controls: 0 for no effect and ±100 for the full control effect; nearly all actives have a fitted effect of over 60% in size
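Kinase-Glo luciferase light output from ATP and luciferin was measured with 10 uM ATP, within the enzyme's linear range. Buffer: 50 mM imidazole pH 7.2, 50 mM KCl, 7 mM MgCl2, 0.01% Tween 20, 0.05% BSA; luminescence read after 8 min at ambient temperature.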
Lamin A splicing: changes lamin A minigene splicing in HeLa cells. HeLa LMNA splicing GFP/RFP minigene ratio, 48 h. Potency, µM (titrated, usually from 46.1 µM), inactives show top-dose ratio change, negative = inhibition, actives largely listed as inhibitors. actives 0.01% (n = 200,000). AID 1487; active = well fitted inhibition curve with a large enough effect in the signal ratio, with a control signal flat, not every such curve was filed as active; inconclusive = small, poorly fitted or top-dose-only effect, or effect the other way, or a change in a side signal; the % refers to the signal ratio; also: potency is read from the fitted curve at half-maximal effect; % is scaled to controls: 0 for no effect and ±100 for the full control effect
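S3 HeLa stable clones carrying a lamin A-EGFP splicing minigene plus DsRed2 were seeded at 600 cells/well in Opti-MEM with 2% FBS, pin-dosed and incubated 48 h at 37°C. Acumen cytometry (488 nm) gave the GFP/RFP total-intensity ratio.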
SMN2 splice enh: enhancers of SMN2 splice variant expression | HEK293 SMN2-luciferase splicing reporter, luminescence, 30-36 h | Potency, µM (titrated, usually from 46.1 µM), for the others: at the top dose activity change, positive = activation, most hits filed as activators | actives 2.8% (n = 210,000) | AID 1458; also: potency is read from the fitted curve at half-maximal effect; % of control where 0% means no effect; nearly all actives have a fitted effect of over 55% in size
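qHTS luciferase splicing reporter: luminescence rises when SMN2 exon 7 is included in transfected HEK293 cells. Compound exposure lasted 30-36 h at 37C, with 4.5 mM final sodium butyrate as control, followed by a ONE-Glo read.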
CBFb-RUNX1 inh: inhibitors of human CBF-beta and RUNX1 interaction; Q01196+Q13951; AlphaScreen CBFb-His/RUNX1-biotin binding, biochemical; 230,000 tested, under 10 active; Potency, µM (series often up to 59.8 µM), for the others: at the highest dose activity, negative = inhibition, most hits filed as inhibitors; also: % of control where 0% means no effect
Target sequence (Q01196 whole entry, looked up): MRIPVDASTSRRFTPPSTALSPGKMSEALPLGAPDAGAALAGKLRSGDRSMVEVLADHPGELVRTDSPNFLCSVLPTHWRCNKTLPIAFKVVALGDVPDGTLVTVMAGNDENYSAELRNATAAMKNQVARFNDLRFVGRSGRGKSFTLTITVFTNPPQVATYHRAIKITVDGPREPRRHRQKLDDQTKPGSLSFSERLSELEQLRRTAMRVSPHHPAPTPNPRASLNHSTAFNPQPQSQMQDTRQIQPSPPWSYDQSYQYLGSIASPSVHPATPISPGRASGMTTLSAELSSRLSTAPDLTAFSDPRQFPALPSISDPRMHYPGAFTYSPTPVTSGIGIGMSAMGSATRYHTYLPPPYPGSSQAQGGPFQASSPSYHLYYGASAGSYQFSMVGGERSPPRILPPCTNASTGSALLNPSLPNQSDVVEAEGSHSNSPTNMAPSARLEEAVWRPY
Target sequence (Q13951 whole entry, looked up): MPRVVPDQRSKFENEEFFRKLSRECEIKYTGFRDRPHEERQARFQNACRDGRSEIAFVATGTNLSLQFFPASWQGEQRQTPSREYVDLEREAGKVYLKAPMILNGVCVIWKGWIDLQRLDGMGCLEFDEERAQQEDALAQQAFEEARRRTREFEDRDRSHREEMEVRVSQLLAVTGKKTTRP
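Room-temperature protein-protein interaction test with 30 nM each of His-tagged CBF-beta and biotinylated RUNX1, 15 min with compound, then 90 min with nickel plus streptavidin beads. Signal read in AlphaScreen mode.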
HTT cytoprotect: cytoprotection in Huntington HTT-Q103 PC12 cell model; PC12 HTT-Q103 induced, cytoprotection, ATP luminescence, 40 h; Potency, µM (highest dose often 56.4 µM), without a hit: cytoprotection (ATP increase), usual class: activators; actives 0.14% (n = 230,000); AID 1471;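 also: potency is read from the fitted curve at half-maximal effect; % of control where 0% means no effect; nearly all actives have a fitted effect of over 45% in size; toxic huntingtin expression switched on by the ecdysone agonist tebufenozide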
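Compounds were screened for protection of PC12 cells against cell death after tebufenozide induction (100 nM final) of mutant Huntingtin exon 1 (Q103) fused to GFP.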
IMPase Li cell: IMPase inhibition in cells with lithium potentiation; actives 0.35% (n = 210,000); Potency, µM (titrated, usually from 59.4 µM), inactives show at the highest dose activity, negative = IMPase inhibition, most hits filed as inhibitors; CHO-M1 cells, IP1 TR-FRET (IP-One), carbachol + lithium;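 also: IP1 builds up when IMPase is blocked and the TR-FRET signal falls; potency is read from the fitted curve at half-maximal effect; plate controls were basal vehicle for no effect and high inhibitor control for full effect; nearly all actives have a fitted effect of over 50% in size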
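CHO cells stably expressing M1 receptor (2000/well) were cultured 16–30 h, then exposed to compounds with a small lithium addition for 30 min at 37C. IP1 was measured by TR-FRET competition; AC50 from Hill fits.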
HttQ103 aggreg: inhibitors of mutant huntingtin aggregate formation in PC12 cells; PC12 HttQ103-GFP aggregates, Acumen cytometry, 40 h; Potency, µM (top dose mostly 46.1 µM), for the others: top-dose activity change, negative = inhibition, usual class: inhibitors; actives 1.1% (n = 220,000); AID 1688; also: potency is read from the fitted curve at half-maximal effect; % is scaled to controls: 0 for no effect and ±100 for the full control effect; nearly all actives have a fitted effect of over 60% in size
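Aggregates are detected as GFP objects 1–25 µm with signal 6 STDEV over background in lysates of induced PC12 cells. These carry Huntingtin exon 1 with 103 glutamines fused to GFP under an ecdysone promoter; compounds titrated.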
Active calls of the source: *; ? = inconclusive; . = not tested or not shown; [ ] = dose if it differs, or a comment. Unless noted, calls follow the shape of the dose curve; as a rule, active = well fitted curve in the direction sought with a large enough effect; inconclusive = small, poorly fitted or top-dose-only effect, or another doubt; inactive = no such curve, though single readings can be large; an effect the other way counts as inactive or inconclusive. Compounds were not picked by outcome. About 4% of those tested had a hit in this group.

Sample of the layout:
item	canonical_smiles	KinaseGlo FLuc	Lamin A splicing	SMN2 splice enh	CBFb-RUNX1 inh	HTT cytoprotect	IMPase Li cell	HttQ103 aggreg
1	Cc1ccc2cc(CN(CC3CCCO3)C(=S)Nc3ccccc3)c(=O)[nH]c2c1 (centres undefined)	-10%	23%[46 µM]	.	0%	-6%[10 µM]	18%	12%[9.22 µM]
2	CC[C@H]1C(c2ccc(F)cc2)=NN(c2ccccc2)[C@@H]1CO	1%[39.9 µM]	.	.	?	-49%[inhibitor]	?	.
3	Cc1c(Cl)cccc1NC(=S)N1CCN(c2ccc([N+](=O)[O-])cn2)CC1	.	.	.	8%	-28%[10 µM]	.	-29%[9.22 µM]
4	CC(/C=N/NC(=O)Cc1cccn1C)=C\c1ccco1	3%	2%	15%	?	12%[10 µM]	53%[activator][38.3 µM]	?
5	CCOC(=O)N1CCc2c(sc(NC(=O)Cc3ccccc3)c2C(=O)c2ccc(OC)cc2)C1	.	.	.	-29%	-16%[10 µM]	.	-9%[9.22 µM]
6	CCc1ccccc1NC(=S)N1CCC(NC(=O)c2ccc(OC)cc2)CC1	1%	-9%[46 µM]	.	1%	37%[10 µM]	10%	37%[9.22 µM]
7	COCCn1c(SCC(=O)c2[nH]c(C)c(C(C)=O)c2C)nc2ccccc2c1=O	.	.	.	-1%	6%[10 µM]	.	-19%[9.22 µM]
8	CCCCNC(=S)NNC(=O)c1cc(C)on1	9%	14%	3%	-3%	-4%	11%[38.3 µM]	1%

All compounds of this part, from the first entry:
item	canonical_smiles	KinaseGlo FLuc	Lamin A splicing	SMN2 splice enh	CBFb-RUNX1 inh	HTT cytoprotect	IMPase Li cell	HttQ103 aggreg
1	Cc1ccc2cc(CN(CC3CCCO3)C(=S)Nc3ccccc3)c(=O)[nH]c2c1 (centres undefined)	-10%	23%[46 µM]	.	0%	-6%[10 µM]	18%	12%[9.22 µM]
2	CC[C@H]1C(c2ccc(F)cc2)=NN(c2ccccc2)[C@@H]1CO	1%[39.9 µM]	.	.	?	-49%[inhibitor]	?	.
3	Cc1c(Cl)cccc1NC(=S)N1CCN(c2ccc([N+](=O)[O-])cn2)CC1	.	.	.	8%	-28%[10 µM]	.	-29%[9.22 µM]
4	CC(/C=N/NC(=O)Cc1cccn1C)=C\c1ccco1	3%	2%	15%	?	12%[10 µM]	53%[activator][38.3 µM]	?
5	CCOC(=O)N1CCc2c(sc(NC(=O)Cc3ccccc3)c2C(=O)c2ccc(OC)cc2)C1	.	.	.	-29%	-16%[10 µM]	.	-9%[9.22 µM]
6	CCc1ccccc1NC(=S)N1CCC(NC(=O)c2ccc(OC)cc2)CC1	1%	-9%[46 µM]	.	1%	37%[10 µM]	10%	37%[9.22 µM]
7	COCCn1c(SCC(=O)c2[nH]c(C)c(C(C)=O)c2C)nc2ccccc2c1=O	.	.	.	-1%	6%[10 µM]	.	-19%[9.22 µM]
8	CCCCNC(=S)NNC(=O)c1cc(C)on1	9%	14%	3%	-3%	-4%	11%[38.3 µM]	1%
9	CCOc1ccc(S(=O)(=O)N/N=C(\C)Cc2ccc(OC)cc2)cc1	2%	-19%[46 µM]	3%	16%	-22%	1%	10%
10	Cc1cc(C(=O)N/N=C/c2c[nH]c3ccccc23)cs1	-1%	0%	?	5%	.	-8%	-1%
11	COc1ccc(-n2c(SCC(=O)/C(C#N)=C(\C)N)nc3ccccc3c2=O)cc1OC	.	.	.	7%	-14%[10 µM]	.	7%[9.22 µM]
12	O=C1CCCN1CCCNc1ncnc2c1cnn2-c1ccc(Cl)cc1	2%	?	-35%[inhibitor]	10%	-7%	27%[38.3 µM]	-13%
13	COc1ccccc1OCc1nc(-c2ccc([N+](=O)[O-])cc2)no1	0%	?	10%	0%	-3%[10 µM]	19%	?
14	CNC(=O)c1c(NC(=O)c2cccc(N3C(=O)CCC3=O)c2)sc2c1CCCC2	.	.	.	4%	-2%[10 µM]	.	4%[9.22 µM]
15	CC(C)Oc1ccc(C(=O)NC(=S)N2CCOCC2)cc1	-5%	-6%	19%	12%	?	-3%	-6%
16	Cn1nccc1NC(=O)NC(=O)c1c(Cl)cccc1Cl	.	.	.	-1%	-13%[10 µM]	.	-13%[9.22 µM]
17	O=C(Nc1ccccn1)c1cc(-c2cccnc2)nc2ccc(Br)cc12	1%	-5%	-17%	0%	26%[10 µM]	11µM*	10%
18	O=C(Cc1cccs1)Nc1ccc2c(c1)C(=O)OC2	-1%	3%	-6%	-2%	7%[10 µM]	-15%[38.3 µM]	-2%[9.22 µM]
19	CCOC(=O)c1c(C)oc2c1c(C(c1ccncc1)N1CCOCC1)c(O)c1ccccc12 (centres undefined)	0%	?	6%	-24%	6%[10 µM]	51%[activator][38.3 µM]	19%
20	CCOC(=O)CSc1nnc(NC(=O)c2cccc([N+](=O)[O-])c2C)s1	4%	-16%	9%	-7%	12%[10 µM]	0%	1%
21	CC[n+]1c(/C=C/c2c[nH]c3ccccc23)ccc2cc(C)ccc21	-7%	-7%[46 µM]	-61%[inhibitor]	-15%	-137%[inhibitor]	49%[activator]	8.9µM*
22	CS(=O)(=O)Nc1cccc(-c2nccc(Nc3ccc(F)cc3)n2)c1	.	?	.	.	-44%[inhibitor]	19%	.
23	CCCCOC(=O)n1c(SCC(=O)N(CC)CC)nc2ccccc21	2%	13%	.	10%	-1%[0.074 µM]	17%[38.3 µM]	5%
24	CCCCCC(=O)NC(Cc1ccc(OC)c([N+](=O)[O-])c1)C(=O)O (centres undefined)	3%	9%[46 µM]	-17%	21%	?	-10%	12%
25	CSc1sc(C)cc1/C=N/O	4%	6%	1%	2%	.	-7%	13%
26	Cc1ccc2c(c1)C1OCCC1C1N2C(=O)C2C(C(=O)O)C3C=CC21O3 (centres undefined)	2%	?	.	-12%	-7%	-8%[38.3 µM]	7%
27	C[C@@H]1CN(C2CCN(Cc3nc(C(c4ccccc4)c4ccccc4)no3)CC2)C[C@H](C)O1	-3%	-4%[46 µM]	.	6%	8%[10 µM]	8%	-10%[9.22 µM]
28	O=C(CSc1ccccc1)Nc1ccc(S(=O)(=O)Nc2ncccn2)cc1	2%	?	5%	19%	-19%	-4%	15%
29	Cc1cccc(C(=O)N[C@H](C(=O)Nc2nc3ccc(S(C)(=O)=O)cc3s2)C(C)C)c1	6%	?	-3%	6%	-32%[inhibitor]	10%	6%[9.22 µM]
30	CCCCN(CC)C(=O)Cn1ncc2c1-c1cc(C)ccc1OC2	-1%	-5%	10%	3%	-16%	6%[38.3 µM]	-8%
31	O=C(NCC1CCCO1)/C(=C\c1cccs1)NC(=O)c1ccccc1 (centres undefined)	3%	13%[46 µM]	.	11%	1%[10 µM]	4%	2%[9.22 µM]
32	Cc1ccc(S(=O)(=O)NCC(=O)N/N=C/c2ccccc2O)cc1	0%	?	.	-5%	-4%[10 µM]	1%	-13%[9.22 µM]
33	CC(C)(C)CC(C)(C)NC(=S)NC1CCN(Cc2ccccc2)CC1	3%	?	-21%	-2%	-9%[10 µM]	14%	-3%
34	COc1cc([N+](=O)[O-])c2ncsc2c1	1%	6%	2%	17%	.	-10%	6%
35	Cc1cc(C#N)c(SCC(N)=O)nc1-c1ccc(F)cc1	2%	?	-56%	-5%	?	?	-3%
36	CCc1ccc2c(c1)cc(C)c1nnc(SCC(=O)Nc3cc(OC)c(OC)cc3C(=O)O)n12	-2%	15%[46 µM]	.	0%	-4%[10 µM]	11%	-9%[9.22 µM]
37	O=C(CC1SC2=NCCN2C1=O)Nc1ccccc1 (centres undefined)	-1%	2%	-1%	0%	-2%	-14%[38.3 µM]	14%
38	Cc1ccc(C(=O)n2c(-c3ccccc3)cnc2SCC(=O)Nc2ccccc2)cc1	3%	-12%	1%	-8%	2%[1.9 µM]	6%	3%
39	Cc1ccc(S(=O)(=O)N2CCCCC2)cc1NC(=O)Cn1c(=O)cnc2ccccc21	2%	.	-13%	10%	-10%	16%	-15%
40	CCOc1ccc(-c2noc(CCC(N)=O)n2)cc1OCC	-1%	7%	-8%	16%	-18%[0.074 µM]	-7%[38.3 µM]	1%
41	Oc1ccc(/C=N/Nc2ncnc3c2ncn3Cc2ccccc2)cc1O	-3%	?	-2%	.	.	10%	18%
42	CC(C)(C)n1nnnc1C(c1cccs1)N1CCN(Cc2ccc3c(c2)OCO3)CC1 (centres undefined)	-1%	?	-4%	5%	-11%[10 µM]	21%	-13%
43	CCOC(=O)CSc1nc2ccccc2c(=O)n1CCC(=O)NCCc1ccc(OC)c(OC)c1	1%	5%	6%	2%	18%	31%[activator][38.3 µM]	17%[9.22 µM]
44	CCn1c(C)c(/C=N/Nc2nc3ccccc3s2)c2ccccc21	-5%	?	-25%	?	3%	-6%[38.3 µM]	12%
45	CC(=O)c1cnc2c(-c3ccc(Cl)cc3)c(C)nn2c1C	0%	-6%	-11%	-10%	-18%[10 µM]	1%	-3%
46	COC(=O)[C@@H]1CC2=CC(=O)CC[C@]2(C)[C@@]23O[C@@H]2C[C@@]2(C)[C@H](CC[C@@]24CCC(=O)O4)[C@@H]13	1%[39.9 µM]	.	.	-11%	?	-5%	.
47	Fc1ccc(NCc2ccccc2F)cc1Cl	-3%	6%	4%	7%	5%	4%[38.3 µM]	2%
48	CCCCNC(=O)C(=O)N/N=C/c1ccc(C(=O)OC)cc1	7%	13%[46 µM]	-48%[inhibitor]	6%	-1%	-6%	-1%
49	Cn1c(N)c(C(=O)COC(=O)c2cncc(Br)c2)c(=O)n(C)c1=O	-1%	-9%[9.22 µM]	9%	12%	-9%	7%	0%
50	COC(=O)c1ccc(COC(=O)c2c(C)nn(Cc3ccccc3Cl)c2Cl)o1	3%	-6%	-28%	25%	-17%[10 µM]	20%	-10%

Screens (PubChem)
